Assay outcomes (PubChem)
GAA850 FXN act = activators of GAA850 frataxin (FXN) promoter. AID 540364. 360,000 tested, 0.56% active. activation, % at 6 µM. HEK293 lucGAA850 FXN promoter luciferase reporter, 24 h; percent of 10 µM SAHA response;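 active means activation above the average of all compounds screened plus 3 SD, cutoff fixed separately per campaign, cut at about 7.5% in these data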;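 further: 0% = DMSO wells and 100% = 10 µM SAHA wells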
ARFGAP1 inh = inhibitors of rat ARFGAP1 | Q62848 | 360,000 tested, 0.26% active | Arfgap1-stimulated ARF1 GTP hydrolysis, GDP FP detection | inhibition, % at 16.5 µM;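 active means inhibition above a per-plate limit, mean inhibition of low control wells plus 3 SD, cut at about 25% in these data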;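 further: 0% = DMSO wells with enzyme and 100% = wells lacking Arfgap1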
Target sequence (Q62848 1-136 limits assumed): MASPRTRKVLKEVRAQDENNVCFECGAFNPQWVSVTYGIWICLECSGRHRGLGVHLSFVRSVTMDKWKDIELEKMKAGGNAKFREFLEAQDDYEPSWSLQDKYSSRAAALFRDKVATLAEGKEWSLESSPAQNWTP
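Assay system: Rat Arfgap1 GAP domain (His6, aa 1-136), purified enzyme | Buffer or medium: HEPES 25 mM pH 7.5, NaCl 150 mM, MgCl2, DTT | Schedule: GTP hydrolysis reaction 2 h at 25 °C | Signal: FP of antibody-bound GDP Alexa 633 tracer, ex 620/em 688 nm | Measure: Percent inhibition of Arfgap1-stimulated GTP hydrolysis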
DDE Tn6 FP inh = disrupts Tn6 cyclic peptide binding to fibrin D-Dimer-E complex; 370,000 tested, 0.21% active; Fibrin DD(E) TRITC-Tn6 fluorescence polarization displacement; AID 720509; P02675; inhibition, % at 8.3 µM;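 active means inhibition above a per-campaign cutoff: mean of compounds within control limits plus 3 SD, cut at about 15% in these data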;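 further: 0% = median of all compound wells on the plate and 100% = blocking peptide control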
Target sequence (P02675 whole entry, looked up): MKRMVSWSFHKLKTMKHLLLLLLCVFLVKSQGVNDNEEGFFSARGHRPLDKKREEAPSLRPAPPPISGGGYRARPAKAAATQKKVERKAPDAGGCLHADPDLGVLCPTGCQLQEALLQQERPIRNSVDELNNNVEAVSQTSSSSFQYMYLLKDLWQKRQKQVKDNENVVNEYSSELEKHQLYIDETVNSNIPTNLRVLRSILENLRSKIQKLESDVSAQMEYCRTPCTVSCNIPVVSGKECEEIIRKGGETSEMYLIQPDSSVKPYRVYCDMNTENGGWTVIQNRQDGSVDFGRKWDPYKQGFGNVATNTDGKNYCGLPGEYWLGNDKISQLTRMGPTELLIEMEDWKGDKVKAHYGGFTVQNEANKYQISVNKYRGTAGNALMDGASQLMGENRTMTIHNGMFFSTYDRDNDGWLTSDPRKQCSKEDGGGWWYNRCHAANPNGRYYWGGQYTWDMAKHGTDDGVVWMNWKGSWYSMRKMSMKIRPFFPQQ
ADAM10 inh = inhibits human ADAM10. O14672. inhibition, % at 7 µM. recombinant ADAM10, EDANS/DABCYL FRET peptide cleavage, 3 h. AID 720582. 370,000 tested, 0.62% active;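 active means inhibition above a per-campaign cutoff equal to the mean of compounds falling between control-based bounds plus 3 SD, cut at about 20% in these data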;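 further: 0% = DMSO wells while the 100% control is not disclosed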
NPR2 activator = GC-B (human) receptor activation. P20594. HEK293-GC-B cells, CNP EC30, cGMP TR-FRET; 0% at EC30 CNP, 100% saturating CNP. activation, % at 10 µM. 370,000 tested, 0.11% active. AID 1920062;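 active means activation at 10 µM reaching about 35% in either raw or pattern-adjusted values, limit read from the data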
NPR1 activator = GC-A (human) enzyme activation; P16066; HEK293 GC-A cells, cGMP TR-FRET, EC30 ANP; 0% at EC30 ANP, 100% saturating ANP; activation, % at 10 µM; 370,000 tested, 0.14% active; in the data active means activation above about 40%
sPLA2-III inh = Inhibits HGIII-sPLA2 liposome hydrolysis, primary screen | Q9NZ20 | 370,000 tested, 0.56% active | QFRET BODIPY PC-A2 liposome hydrolysis, fluorescence | inhibition, % at 12.2 µM;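 active means inhibition above mean plus 3 SD of compounds lying within the high and low control bounds, cut at about 19% in these data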;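 further: 0% = median of test compound wells and 100% = no enzyme DMSO wells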
proKLK7 act = proKLK7 (human) activation, primary screen | activation, % at 7 µM | AID 652039 | 370,000 tested, 0.9% active | purified proKLK7, EDANS-DABCYL substrate fluorescence; 100% is mature enzyme control, 0% vehicle | P49862;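 active means activation above the mean of all tested compounds plus 3 SD, computed per campaign excluding outliers beyond control limits, cut at about 13% in these data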
ASAP1 GAP inh = ASAP1 ArfGAP inhibition | ASAP1-stimulated ARF1 GTP hydrolysis, GDP FP detection | Q9ULH1 | inhibition, % at 16.5 µM | 360,000 tested, 0.19% active | AID 624377; in the data active means inhibition above about 25%;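 further: 0% = vehicle with enzyme and substrate and 100% = no enzyme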
Target sequence (Q9ULH1 325-724 limits assumed): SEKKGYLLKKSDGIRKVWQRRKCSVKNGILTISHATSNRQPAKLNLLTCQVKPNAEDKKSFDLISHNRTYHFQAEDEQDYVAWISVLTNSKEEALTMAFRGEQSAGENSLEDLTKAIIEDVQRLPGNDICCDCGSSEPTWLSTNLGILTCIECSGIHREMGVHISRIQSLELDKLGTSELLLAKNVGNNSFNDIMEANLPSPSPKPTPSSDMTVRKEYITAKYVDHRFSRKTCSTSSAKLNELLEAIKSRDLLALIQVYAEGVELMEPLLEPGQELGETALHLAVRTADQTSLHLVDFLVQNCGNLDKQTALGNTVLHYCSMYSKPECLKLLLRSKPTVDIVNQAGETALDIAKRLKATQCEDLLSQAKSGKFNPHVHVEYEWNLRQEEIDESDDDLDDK
rCAG RNA binder = r(CAG) repeat RNA binding; 370,000 tested, 1.3% active; AID 651821; TO-PRO-1 dye displacement fluorescence; inhibition, % at 3 µM;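 active means inhibition above the plate cutoff, the mean of all test compounds on that plate plus 3 SD, cut at about 35% in these data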;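 further: 0% = DMSO alone and 100% = 100 µM mitoxantrone as full dye displacement; higher means more dye released from RNA so lower well fluorescence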
Active calls of the source: *; nt = not tested or not shown.

nr	molecule	GAA850 FXN act	ARFGAP1 inh	DDE Tn6 FP inh	ADAM10 inh	NPR2 activator	NPR1 activator	sPLA2-III inh	proKLK7 act	ASAP1 GAP inh	rCAG RNA binder
1	CSCCC(NC(=O)c1ccc([N+](=O)[O-])cc1Cl)C(=O)OCC(=O)NCCCc1ccccc1 (configuration not stated)	2.5	-7	0	6	-1	-5	-12	0.5	-14	-2
2	Cc1ccc(NS(=O)(=O)c2ccc(C(=O)NCc3ccncc3)cc2)cc1	-1.4	-1	1	8	-1	-3	-12	0.3	0	2
3	CCOC(=O)c1ccc(NC(=O)CSc2nnc(C3CC3)n2C)cc1	-0.8	10	5	-9	3	-2	6	-0.9	9	-5
4	Cc1ccc(-c2csc3nc[nH]c(=S)c23)cc1	2.2	-6	3	6	-2	-2	14	-0.7	10	4
5	COc1ccc(C(=O)NC(=S)Nc2cccnc2)cc1OC	2.2	0	0	-2	2	1	10	-0.3	-6	-3
6	Nc1cc(N2CCCCC2)c(Cl)cc1[N+](=O)[O-]	-1.9	2	0	1	-9	0	5	0.5	-16	2
7	CCOc1ccc2nc(SCC(=O)NC3CCCCC3)[nH]c2c1	0.2	-4	-3	-1	-2	1	-6	0.4	4	1
8	CCOC(=O)Cc1csc(SCC(=O)Nc2sc3c(c2C(N)=O)CCC3)n1	-1.6	4	12	-1	0	-6	1	0.6	-22	11
9	CCCc1c(C(=O)N/N=C/c2sccc2C)nnn1-c1nonc1N	-1.8	3	8	6	-4	0	2	0.1	-5	0
10	CC(CCc1ccccc1)NCC#N (configuration not stated)	-0.8	-5	4	2	9	-3	3	0.7	13	1
11	OC1(c2ccccc2F)CCN(Cc2nnnn2Cc2ccc(F)cc2)CC1	1.0	11	-2	5	-1	2	2	0.4	9	-5
12	Oc1ccc(C[C@@H]2CNCCN2CCc2cc(C(F)(F)F)cc(C(F)(F)F)c2)cc1	2.1	1	-1	-2	12	9	1	0.4	4	3
13	CCOC(=O)C1=CC[C@@H](c2ccccc2)N(S(=O)(=O)c2ccc(C)cc2)[C@H]1C=C(C)C	nt	-7	3	5	-3	-4	-6	-0.3	2	4
14	CCC(=O)Nc1ccccc1C(=O)OC(c1ccccc1)c1ccccc1	2.0	-2	-4	2	-5	-8	0	0.3	-5	-3
15	Cn1cc(/C=C/C(=O)N2CCCC(C(=O)c3cccc(C(F)(F)F)c3)C2)cn1 (configuration not stated)	-0.4	10	-7	-3	1	-1	7	0.4	1	-6
16	COc1ccc(-c2cc(CNc3nc(NC(C)C)nc4cc(-c5ccccc5)sc34)on2)cc1	-3.1	14	-2	-26	-7	0	3	3.6	1	8
17	Cc1cccc(-n2c(N)c(C(=O)N3CCN(C)CC3)sc2=S)c1	1.0	4	-7	-1	0	2	3	0.2	1	-2
18	CCOc1ccc(Br)cc1S(=O)(=O)NC1=NCCCCC1	-1.4	0	-1	-6	-1	-2	3	0.0	9	-1
19	Cc1ccc(-n2c(=O)cc(N3CC(C)OC(C)C3)[nH]c2=O)cc1 (configuration not stated)	-2.0	5	-6	-14	4	0	-2	0.3	18	0
20	CCc1c(C(=O)N2CCN(c3ccccc3F)CC2)[nH]c(C)c1C(C)=O	-2.0	-3	-1	-2	-1	-3	-8	0.3	1	-6
21	Cc1c(C(=O)NCCNc2ncc(C(F)(F)F)cc2Cl)cccc1[N+](=O)[O-]	0.5	4	8	-7	-6	-4	0	-0.2	4	-3
22	CCOC(=O)N1CCN(C(=O)CSc2nnc(-c3ccccc3OC)o2)CC1	0.1	9	-6	3	-1	2	-2	0.9	10	-4
23	CN(C)CC1CCCCC1OC(=O)/C=C/c1ccccc1 (configuration not stated)	0.3	-2	3	-7	2	-2	3	-0.3	12	-3
24	O=C(Nc1nnc(C2CC2)s1)C1Cc2ccccc2CN1S(=O)(=O)c1ccccc1F (configuration not stated)	2.2	-2	-9	9	-1	-4	-29	0.3	4	7
25	COc1ccc(C(=O)NC(=S)Nc2cccnc2)cc1Cl	2.0	3	4	11	-1	1	2	-0.5	8	4

Looked up by compound from the entries so far (2):
nr	molecule	GAA850 FXN act	ARFGAP1 inh	DDE Tn6 FP inh	ADAM10 inh	NPR2 activator	NPR1 activator	sPLA2-III inh	proKLK7 act	ASAP1 GAP inh	rCAG RNA binder
11	OC1(c2ccccc2F)CCN(Cc2nnnn2Cc2ccc(F)cc2)CC1	1.0	11	-2	5	-1	2	2	0.4	9	-5
14	CCC(=O)Nc1ccccc1C(=O)OC(c1ccccc1)c1ccccc1	2.0	-2	-4	2	-5	-8	0	0.3	-5	-3

More structures
nr	molecule	GAA850 FXN act	ARFGAP1 inh	DDE Tn6 FP inh	ADAM10 inh	NPR2 activator	NPR1 activator	sPLA2-III inh	proKLK7 act	ASAP1 GAP inh	rCAG RNA binder
26	CNc1ccc(OC(F)F)cc1C(=O)c1ccccc1	2.2	10	-1	9	-2	-2	6	0.1	-5	-1
27	CCCOC(=O)CCCCC1SCC(NC(=O)OC)C1NC(=O)OC (configuration not stated)	-0.7	9	2	-8	3	1	20*	-0.1	9	-5
28	Cc1cccc(-c2nnc(SCC(=O)Nc3ccc(-c4nc5ccc(C)cc5s4)cc3)n2Cc2ccco2)c1	nt	nt	-8	-91	-4	4	-4	68*	nt	24
29	O=C(CNC(=O)c1ccc(Cl)cc1)NCCCn1ccnc1	-2.7	4	5	0	-7	4	-4	-0.1	5	0
30	COc1cccc(CN2CC(C(=O)NCCOc3cccnc3)CCC2=O)c1 (configuration not stated)	0.5	-2	-7	-6	0	2	7	-0.3	13	-2
31	CCN(CC(=O)NCc1cccs1)C(=O)c1cccc(S(=O)(=O)Nc2ccc(C)cc2)c1	-1.1	-4	2	-2	1	2	-12	0.3	6	0
32	O=[N+]([O-])c1ccc(/C=N/n2c(-c3cccnc3)n[nH]c2=S)cc1	0.2	4	0	4	-4	0	-1	-0.4	1	-1
33	O=C(CSc1nnc(-c2ccccc2)n1-c1ccc(Cl)cc1)c1ccc(F)cc1	nt	nt	-6	-44	-7	-6	-29	1.3	nt	1
34	Cc1ccc(S(=O)(=O)N2CCOCC2)cc1C(=O)NC(=S)N(Cc1ccccc1)C(C)C	-0.9	-1	0	-1	5	-6	24*	-0.4	-5	6
35	Cc1ccc(S(=O)(=O)NCCc2nnc3ccc(SCc4cccnc4)nn23)cc1	-2.1	-8	-3	-2	-3	1	0	-1.0	-9	0
36	O=C(CN1CCCCC1)Nc1cc(Cl)ccc1Oc1ccccc1	0.2	1	0	-1	1	1	-7	-0.1	2	-8
37	CCCc1nc2oc3c(=O)[nH]cnc3c2c2c1CCCC2	3.1	4	-7	-1	1	2	5	-0.1	10	1
38	COc1cccc(NC(=O)c2ccc3nc(C)sc3c2)c1	7.6*	4	-3	6	-2	-7	-4	0.8	3	1
39	CC(C)C(=O)Nc1cccc(C(=O)Nc2nnc(C(C)(C)C)s2)c1	3.7	0	6	7	0	-3	-9	0.4	9	0
40	O=S(=O)(c1ccc(OCC(O)CN2CCN(c3ccccc3Cl)CC2)cc1)N1CCOCC1 (configuration not stated)	-2.8	10	-4	2	2	4	-19	0.4	7	-5
41	O=C(/C=C/c1cccc(Cl)c1)NNC(=O)c1ccncc1	0.1	-8	6	-4	5	-1	-1	0.3	6	2
42	O=C(OCn1nnc2ccccc2c1=O)c1ccco1	0.1	7	6	-3	0	3	2	0.3	-3	1
43	Cc1ccc(OCCSc2nc(NC(C)C)nc(NC(C)C)n2)cc1	2.4	0	0	18	5	6	3	0.3	-2	-4
44	O=C(C[n+]1cccc(CNC(=O)c2ccc(OC(F)F)cc2)c1)Nc1cc(C(F)(F)F)ccc1Cl	0.5	-4	10	-1	8	0	-71	-0.2	0	13
45	O=C1Nc2cc(C(=O)N3CCN(Cc4ccccc4)CC3)ccc2SC1N1CCOCC1 (configuration not stated)	-1.6	-11	5	-5	6	-3	0	-0.5	-7	-7
46	CCCCC(=O)OCc1cn(-c2ccc(Cl)cc2)nn1	0.0	17	-5	4	0	10	6	-1.1	0	-4
47	O=C1C2C(c3cccc(/C=C/c4ccccc4)c3)CC=CC2C(c2ccc3ccccc3c2)N1Cc1ccccc1 (configuration not stated)	1.1	6	3	-6	3	-2	5	0.3	2	16
48	COc1ccc(CCNC(=O)C2CC(=O)N(C3CCCCCCC3)C2)cc1OC (configuration not stated)	2.2	-1	-1	10	7	1	2	-0.1	-9	3
49	CC(C)CN1C(=O)[C@@]2(CC(=O)N(C)C2c2ccccc2)c2cc(-n3cc(CCCC#N)nn3)ccc21 (some centres not stated)	nt	nt	2	1	8	3	-6	0.3	nt	-3
50	CCN(CC)C(=O)CSc1nnc(-c2cccs2)n1Cc1ccco1	-0.4	2	-6	-3	1	2	-2	0.7	1	-2
51	COc1c(C)cc(C(=O)C2CCCN(C(=O)c3ccc4cc[nH]c4c3)C2)cc1C (configuration not stated)	0.8	11	2	16	-2	-6	-26	0.7	-2	-2
52	CCOC(=O)c1c(-c2ccccc2)oc2ccc(OCC)cc12	1.1	11	2	-63	-4	-5	0	-12	4	1
53	Cc1ccnc(N/N=C/c2ccco2)n1	1.1	-3	0	3	7	-1	4	0.2	-1	0
54	CC(C)(C)C(=O)Nc1ccccc1C(=O)NCCC(=O)Nc1ccccc1	0.0	10	-5	-4	-1	-5	5	-0.7	-10	-3
55	Cc1ccc(C(=O)Nc2cnc3sc(C)nn3c2=O)cc1	1.0	2	6	0	1	4	-3	-0.2	2	0
56	Cc1cc(C)c2cc(CN(CCO)Cc3nnnn3Cc3ccc(F)cc3)c(=O)[nH]c2c1	3.9	7	2	-37	-12	-8	-10	2.5	-2	3
57	O=C(NCc1ccccc1)c1onc(CSc2ccc(Cl)cc2)c1C(=O)NCc1ccccc1	-0.3	-1	-5	2	2	-2	8	0.0	3	5
58	CN(C(=O)COc1cc(=O)n(C)c2ccccc12)c1ccc(Cl)cc1	-0.4	14	-2	-15	-4	-6	7	0.0	5	-2
59	CC(=O)C1=C(C)NC(SCC(=O)c2ccc(Cl)cc2)=C(C#N)C1c1ccco1 (configuration not stated)	1.4	10	-5	0	6	10	-8	0.4	8	24
60	CCc1noc(C)c1C(=O)N1CCSC1=Nc1cccc(Cl)c1C	3.9	-8	-2	0	-9	-11	-3	-0.4	4	-7
61	CN(C)c1ccc(-n2cccc2/C=C/[N+](=O)[O-])cc1	2.2	3	-5	-5	3	16	12	0.2	-8	3
62	O=C(NC(c1ccc(F)cc1)c1ccc2ccccc2n1)C1CCN(CCOc2ccc(F)cc2)CC1 (configuration not stated)	-1.8	-5	-9	-5	-7	-6	-24	0.0	7	4
63	c1cncc(-c2nc(NCc3ccc4c(c3)OCO4)c3ccccc3n2)c1	0.0	-9	5	-5	59*	53*	-6	-5.5	1	3
64	O=C1c2ccccc2C(Nc2ccc(-c3nc4ccccc4[nH]3)cc2)N1Cc1ccco1 (configuration not stated)	-4.5	14	0	-46	12	6	-9	-0.2	6	11
65	CN(Cc1ccccc1)c1nc2c(c(=O)[nH]c(=O)n2C)n1CCCSc1ncccn1	2.3	-7	11	-8	-2	-4	-4	-0.3	10	-7
66	Nc1ccccc1OCCOCCOc1ccccc1N	-1.0	-4	8	-4	1	-1	-1	0.1	14	-4
67	N/C(Cc1ccc(Cl)cc1)=N\OC(=O)Cc1ccc([N+](=O)[O-])cc1	2.4	5	6	6	2	2	-49	-0.8	3	1
